# Coupling enz: qHTS Assay for Inhibitors of Fructose-1,6-bisphosphate Aldolase from Giardia Lamblia: Coupling assay counterscreen | actives 0.67% (n = 290,000) | coupling enzyme system counterscreen, AmpLite Red fluorescence | AID 2472, 2010 | activity change, negative = inhibition, % at 58.2 µM, hits read low; in the data active means activity change below about -30%; further: on the % scale 0 is the no-effect control and ±100 the full control effect
#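 Counterscreen of the coupled detection system alone, without aldolase: glyceraldehyde-3-phosphate coupling enzymes plus AmpLite Red readout. Compounds at 57.5 uM final, 10 min RT preincubation, 20 min RT reaction, fluorescence 525/598 nm.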
# MLL CXXC-DNA inh: qHTS Fluorescence Polarization Assay for Inhibitors of MLL CXXC domain - DNA interaction; Potency, µM (titrated, usually from 115 µM), without a hit: top-dose activity change, negative = inhibition, hits mostly inhibitors; actives 0.037% (n = 290,000); MLL-CXXC / FITC-HOXA9 DNA fluorescence polarization; active means well fitted inhibition curve with a large enough effect in the polarisation, with a control signal flat, not every such curve was filed as active; inconclusive means small, poorly fitted or top-dose-only effect, or effect the other way, or a change in a side signal; inactive means no such curve, though single readings can be large or run the other way; the % refers to the polarisation; further: potency means the concentration at half of the fitted maximal effect
#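 Steps: dispense CXXC domain solution (7 uM) → pin compounds or unlabeled HOX-A9 DNA control → 5 min ambient → add FLSN-HOX-A9 solution (50 nM) → spin → 30 min ambient → fluorescence polarization. Tris pH 7.5/NaCl/DTT/BSA buffer.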
# TRPV1 ag: HTS Assay for Compounds that Act as Agonists of the Vanilloid Receptor 1. Transient receptor potential cation channel subfamily V member 1 (Homo sapiens), Q8NER1. TRPV1-expressing cells, Fluo-8 calcium influx, agonist mode. activation, % at 8.33 µM. actives 0.19% (n = 320,000). AID 540275, 2011; in the data active means activation above about 80%; inconclusive means between about 30% and that limit; further: 0% is about no effect
#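 Cells expressing TRPV1 were dye-loaded with Fluo-8 and read kinetically: 10 s baseline, 3 min after compound (agonist portion), then 2 min after EC20 capsaicin (allosteric enhancer portion). Calcium-bound dye fluorescence at 480/520 nm.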
# Integrin act MD: qHTS for Activators of Integrin-Mediated Alleviation for Muscular Dystrophy | AID 624291, 2012 | actives 0.064% (n = 350,000) | alpha7betagal myoblasts, beta-gal FDG fluorescence, 48 h | Potency, µM (highest dose often 38.3 µM), for inactives: at the top dose activation, actives largely listed as activators;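 further: potency means the concentration at half of the fitted maximal effect; 100% = response of the positive control SU9516; nearly all actives have a fitted effect of over 60% in size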
#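 alpha7betagal+/- myoblasts (passage 13, 250/well) treated 48 h at 37C with compounds at 1:260 dilution of DMSO stock. Lysed, then beta-galactosidase activity read as FDG fluorescence (ex 480/em 540) after 30 min, with pre-read for autofluorescence.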
# ASM inhibitor: Inhibitors of Secretory Acid Sphingomyelinase (S-ASM): qHTS | Sphingomyelin phosphodiesterase (Homo sapiens), P17405 | placental ASM, HMU-PC fluorogenic substrate, 60 min | Potency, µM (titrated, usually from 57.5 µM), without a hit: at the top dose activity change, negative = inhibition, hits mostly inhibitors | actives 0.006% (n = 340,000); further: potency means the concentration at half of the fitted maximal effect
# Target sequence (P17405 47-631 limits assumed): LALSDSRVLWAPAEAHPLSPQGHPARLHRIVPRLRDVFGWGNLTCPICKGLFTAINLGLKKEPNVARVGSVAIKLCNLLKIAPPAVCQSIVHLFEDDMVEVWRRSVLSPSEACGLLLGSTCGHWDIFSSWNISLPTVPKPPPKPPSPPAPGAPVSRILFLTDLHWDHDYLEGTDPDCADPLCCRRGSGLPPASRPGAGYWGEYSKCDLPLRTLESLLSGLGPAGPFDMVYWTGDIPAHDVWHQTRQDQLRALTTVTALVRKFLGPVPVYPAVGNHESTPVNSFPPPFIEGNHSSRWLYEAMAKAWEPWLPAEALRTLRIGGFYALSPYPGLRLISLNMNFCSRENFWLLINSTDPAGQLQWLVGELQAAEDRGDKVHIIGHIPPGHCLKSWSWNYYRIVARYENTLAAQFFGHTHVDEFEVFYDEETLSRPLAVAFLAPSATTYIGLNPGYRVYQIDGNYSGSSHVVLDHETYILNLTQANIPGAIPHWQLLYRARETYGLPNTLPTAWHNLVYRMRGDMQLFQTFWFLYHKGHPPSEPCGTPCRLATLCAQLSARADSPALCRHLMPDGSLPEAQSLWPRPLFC
#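 HMU-PC0 cleavage (9 uM final) by human placental ASM, 60 min at 37 °C following 10 min compound exposure at RT; stopped at pH 10, fluorescence Ex 386/Em 447 nm.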
# hERG WT inh: qHTS for Inhibitors of KCHN2 3.1: Wildtype qHTS; Voltage-gated inwardly rectifying potassium channel KCNH2 (Homo sapiens), Q12809; activity change, % at 1.84 µM; actives 0.37% (n = 340,000); U2OS, BacMam KCNH2, thallium flux FluxOr; active compounds read low;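 active means maximum activity change below -70%; inconclusive means maximum activity change between -70% and -50%; inactive means maximum activity change above -50%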; further: on the % scale 0 is the no-effect control and ±100 the full control effect
#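 U2OS cells were transduced with wild-type KCNH2 virus (2.03 x 10^8 / mL) for 4 h at room temperature, then cultured overnight at 37 C. Thallium flux was read with FluxOr dye. Rate constants were normalized to DMSO controls.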
# GALK inh: qHTS Assay for Inhibitors of Human Galactokinase (GALK); Purified GALK, Kinase-Glo residual ATP luminescence; Potency, µM (titrated, usually from 57.5 µM), for the others: at the top dose activity change, negative = inhibition, actives largely listed as inhibitors; actives 0.007% (n = 270,000); AID 1868, 2009; further: potency means the concentration at half of the fitted maximal effect; on the % scale 0 is the no-effect control and ±100 the full control effect
#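 Galactose (100 uM) and ATP (35 uM) were turned over by 5 nM GALK for 1 h at RT. Kinase-Glo Plus then converted the remaining ATP into a luminescent signal.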
# KCNH2 3.1 block: qHTS for Inhibitors of KCHN2 3.1: Mutant qHTS; activity change, % (tested at about 1.8 µM); actives 0.95% (n = 340,000); U2OS KCNH2 3.1, thallium flux FluxOr; active compounds read low; AID 720553, 2013; Potassium voltage-gated channel subfamily H member 2, brain isoform KCNH2 3.1 (human);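 active means maximum activity change below -70%; inconclusive means maximum activity change from -70% to -50%; inactive means maximum activity change above -50%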;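 further: thallium influx rate constant from kinetic fluorescence after stimulation buffer; on the % scale 0 is the no-effect control and ±100 the full control effect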
#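 U2OS cells transduced with KCNH2 3.1 mutant virus (1.77 x 10^8 /mL, 4 h), plated overnight at 37 C, loaded 45 min with FluxOr dye plus Red40 quencher. Thallium flux rate constant from kinetic reads after stimulation buffer, normalised to controls.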
# MBNL1-CUG inh: qHTS Assay for Inhibitors of MBNL1-poly(CUG) RNA binding. Potency, µM (series often up to 57.5 µM), without a hit: at the highest dose activity change, negative = inhibition, actives largely listed as inhibitors. TR-FRET MBNL1-His/biotin-(CUG)12 binding, 665/545 ratio. actives 0.036% (n = 280,000). Muscleblind-like protein 1 (Homo sapiens), Q9NR56; active means well fitted inhibition curve with a large enough effect in the signal ratio, with a control signal flat, not every such curve was filed as active; inconclusive means small, poorly fitted or top-dose-only effect, or effect the other way, or a change in a side signal; inactive means no such curve, though single readings can be large or run the other way; the % refers to the signal ratio; further: potency means the concentration at half of the fitted maximal effect; on the % scale 0 is the no-effect control and ±100 the full control effect
# Target sequence (Q9NR56 whole entry, looked up): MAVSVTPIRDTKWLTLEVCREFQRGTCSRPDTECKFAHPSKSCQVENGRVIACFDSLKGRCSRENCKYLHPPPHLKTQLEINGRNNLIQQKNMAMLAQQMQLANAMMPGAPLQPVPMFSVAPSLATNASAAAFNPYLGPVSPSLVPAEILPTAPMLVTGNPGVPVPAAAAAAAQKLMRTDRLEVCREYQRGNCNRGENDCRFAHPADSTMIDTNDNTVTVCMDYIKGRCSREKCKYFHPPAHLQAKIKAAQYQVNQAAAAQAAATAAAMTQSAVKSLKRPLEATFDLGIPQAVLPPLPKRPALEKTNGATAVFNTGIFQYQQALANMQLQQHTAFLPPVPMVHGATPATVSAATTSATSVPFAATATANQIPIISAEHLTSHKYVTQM
#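 TR-FRET between His-tagged MBNL1 and biotin-(CUG)12 RNA, detected with Tb anti-His antibody (0.055 ng/ul) and streptavidin-XL665 (5 nM), 60 min at room temperature. Compounds titrated 92 nM to 58 uM; 665/545 nm ratio normalized to buffer and complex controls.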
# A-T KAP1 phos: qHTS Assay for Identifying a Potential Treatment of Ataxia-Telangiectasia; […] A-T fibroblasts, KAP-1 phosphorylation AlphaLISA; neocarzinostatin DNA damage 30 min before lysis; actives 0.19% (n = 320,000); Potency, µM (series often up to 57.5 µM), for inactives: at the highest dose activation, usual class: activators; further: potency means the concentration at half of the fitted maximal effect; % of control where 0% means no effect; nearly all actives have a fitted effect of over 45% in size
#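 ATM-like activity read as KAP-1 phosphorylation via AlphaLISA donor/acceptor antibody pairs after lysis and 6 hr at 25C. Cells were ATM-null patient fibroblasts ([…], hTERT), dosed 60 min, then exposed to the DSB inducer NCS for 30 min.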
# Numbers without * were called inactive; ? = inconclusive; . = not tested or not shown; [ ] = dose if it differs, or a comment. Unless noted, the call rests on the fitted dose curve; in most records, active means well fitted curve in the direction sought with a large enough effect; inconclusive means small, poorly fitted or top-dose-only effect, or another doubt; inactive means no such curve, though single readings can be large; an effect the other way counts as inactive or inconclusive.
SMILES,Coupling enz,MLL CXXC-DNA inh,TRPV1 ag,Integrin act MD,ASM inhibitor,hERG WT inh,GALK inh,KCNH2 3.1 block,MBNL1-CUG inh,A-T KAP1 phos
OC(c1ccccc1)C1CN(Cc2ccccc2)CCC1(O)c1ccccc1 (configuration not stated),6,19%,4,14%,4%,3,0%,-6,-5%,4%
OC(CNCc1ccccc1F)(c1ccc(F)cc1)c1ccc(F)cc1,-2,1%,7,-22%,0%,3,0%,-37,0%,9%
CCc1cccc(CC)c1NC(=O)C(CC)Sc1nc2ccncc2[nH]1 (configuration not stated),3,-1%,6,25%,-3%,1,.,1,4%,11%
Cc1cc(NCCCN2CCOCC2)n2nc(C)c(-c3ccc(F)cc3)c2n1,-8,1%,14,-29%,1%,10,1%,3,3%,-1%
O=C(CN1C(=O)C2CCCCN2C(=O)c2ccccc21)Nc1ccc(F)cc1 (configuration not stated),0,-8%,1,-17%,2%,-3,14%,-14,-4%,-1%
O=C(CCCn1nnnc1CN1CCOCC1)N1CCN(c2ccccc2F)CC1,.,-5%,1,0%,4%,-16,-2%,0,-9%,24%
Cc1ccc(S(=O)(=O)N2CCOCC2)cc1C(=O)N1C(=O)c2cccc(N)c2C1=O,-1,5%,0,19%,120%[activator],3,5%,-12,18%,8%
Cc1cccc(NC(=O)C2CCCN2C(=O)OCC(C)C)c1 (configuration not stated),4,6%,8,12%[7.66 µM],0%,1,5%,16,-7%,7%
COc1ccc(S(=O)(=O)N2CCCN(CC(=O)Nc3ccc(OC)c(Cl)c3)CC2)cc1,-5,-2%,.,-37%,-2%,15,-3%,1,4%,12%
Cc1occc1C(=O)Nc1ccc(S(=O)(=O)N2CCN(C)CC2)cc1,-1,0%,1,18%,-1%,-14,0%,4,-12%,-5%
CC1CCN(C(=O)CSc2nnc(CNC(=O)c3ccco3)o2)CC1,-1,6%,-2,23%,7%,-2,1%,-4,-5%,.
N#CCCn1nc(-c2ccc(Br)cc2)cc1Nc1ccccc1NC(=O)C(F)(F)F,-8,14%,8,-8%,-18%,-1,-1%,-11,.,0%

# Random excerpt: 2 records from the list, in no set order.
SMILES,Coupling enz,MLL CXXC-DNA inh,TRPV1 ag,Integrin act MD,ASM inhibitor,hERG WT inh,GALK inh,KCNH2 3.1 block,MBNL1-CUG inh,A-T KAP1 phos
Cc1occc1C(=O)Nc1ccc(S(=O)(=O)N2CCN(C)CC2)cc1,-1,0%,1,18%,-1%,-14,0%,4,-12%,-5%
O=C(CCCn1nnnc1CN1CCOCC1)N1CCN(c2ccccc2F)CC1,.,-5%,1,0%,4%,-16,-2%,0,-9%,24%

# Further entries follow:
SMILES,Coupling enz,MLL CXXC-DNA inh,TRPV1 ag,Integrin act MD,ASM inhibitor,hERG WT inh,GALK inh,KCNH2 3.1 block,MBNL1-CUG inh,A-T KAP1 phos
O=C(COc1cccc(C(F)(F)F)c1)NCC(c1cccs1)N1CCOCC1 (configuration not stated),.,.,?,39%,0%,2,.,-7,.,3%
COc1cccc(C(=O)NNC2OC(CO)C(O)C2O)c1 (configuration not stated),1,-3%,-4,-15%,8%,-4,-2%,-4,-7%,1%
O=c1cc(C(F)(F)F)nc(-n2[nH]c3c(c2=O)CCCC3)[nH]1,-20,10%,3,-15%,0%,8,-2%,0,-2%,5%
CCN(CC(=O)Nc1ccc(NC(C)=O)cc1)C(=O)CN1C(=O)NC(C)(c2ccc3ccccc3c2)C1=O (configuration not stated),.,.,.,10%,-3%,2,.,9,.,.
COc1ccc(C(=S)N2CCOCC2)cc1OS(=O)(=O)c1ccc(Br)cc1,.,-7%,5,-42%,.,19,4%,-5,3%,-13%
O=C(NCCCc1ccccc1)c1ccc(Br)o1,7,0%,28,45%,-1%,-11,1%,6,9%,9%
C=CCn1c(Cc2cccs2)nnc1SCC(=O)c1ccc2ccccc2c1,1,2%,2,-23%,-9%,-23,0%,-6,29%,2%
Cc1cccc(NS(=O)(=O)c2ccc(Br)s2)n1,3,16%,-1,-8%,1%,-6,-6%,-9,-2%,-1%
COC(=O)C1=C(C)N(c2ccc(C(=O)OC)cc2)C(=O)C1,3,-9%,-1,-35%,5%,0,0%,-3,-7%,-6%
Cc1c(C(=O)OCC(C)C)[nH]c2c1C(=O)CC(c1ccco1)C2 (configuration not stated),0,1%,?,0%,-1%,-6,-3%,-7,1%,4%
Cc1ccc(NC(=O)C(C)N2CCc3ccccc3C2)cc1 (configuration not stated),1,4%,18,0%,-1%,-4,0%,-115*,0%,14%
Cc1ccc(N(CC(=O)NCCc2ccccc2)C(=O)c2csnn2)cc1,2,3%,-3,-9%,0%,-1,1%,-7,2%,-1%
COC(=O)Cc1cc(C)cc2c(=O)cc(-c3ccoc3)oc12,.,.,.,18%,9%,4,.,-8,.,.
CN(CCc1ccccc1)C1CCCN(S(=O)(=O)CC(F)(F)F)C1 (configuration not stated),-1,-4%,5,-20%,1%,0,-2%,-13,-15%,6%
O=C(Nc1ccccc1)OCCOc1ccc(Br)cc1,1,-1%,?,-10%,-3%,-3,-2%,-6,-3%,-6%
CCN(C(=O)COC(=O)c1ccc2c(c1)OCO2)c1c(N)n(Cc2ccccc2)c(=O)[nH]c1=O,.,.,-5,-5%,3%,-8,.,-21,.,11%
CC1(C)CC(=O)C(C=NCCN2CCN(C(=O)CC3CCCC3)CC2)=C(O)C1,1,0%,-1,-18%,6%,-6,3%,7,2%,10%
Cc1noc(C)c1CSCC(=O)Nc1cc(C(F)(F)F)ccc1N1CCOCC1,.,.,9,-2%,1%,-4,.,4,.,1%
O=C(Oc1ccc(C(=S)N2CCOCC2)cc1)c1ccc(F)cc1,-3,?,17,?,0%,-1,0%,5,-4%,13%
CN(C)CCn1c2c(c(SCC(=O)Nc3nccs3)nc1=O)CCCC2,.,.,0,-29%,1%,27,.,6,.,1%
O=C(O/N=C1\CCCc2ccccc21)c1cccc(Cl)c1,1,-2%,10,-21%,-3%,0,1%,15,-5%,3%
CCOC(=O)COc1ccc2c(c1)c(C(C)=O)c(C)n2-c1ccccc1,1,15%,19,?,-3%,-7,0%,4,8%,1%
O=C(Nc1ccnn1C1CCN(Cc2c[nH]c3ccccc23)CC1)c1ccccc1,1,10%,2,-40%,-3%,10,0%,-2,-4%,-5%
COc1ccc(-c2noc(CCCC(=O)N3CCOCC3)n2)cc1,0,6%,3,-14%,2%,17,-1%,20,.,4%
CCc1ccccc1NC(=O)CCC(=O)N1CCSc2ccccc21,1,.,-3,-49%,2%,-7,.,0,-5%,-3%
Fc1ccc2cc(-c3ccccc3F)ncc2c1,.,.,.,3%,-5%,-20,.,-5,.,25%
O=C(c1cccs1)N1CCN(CCCc2ccccc2)CC1,4,0%,8,14%[7.66 µM],8%,27,3%,.,-5%,-3%
Nc1nnc(SC2CCCC2)s1,1,3%,-10,-28%,4%,1,2%,2,-10%,-4%
Cc1ccc(NC(=O)COC(=O)c2ccc([N+](=O)[O-])o2)cc1S(=O)(=O)N1CCCCCC1,-1,3%,0,-15%,-3%,1,7%,-2,19%,21%
O=Cc1c(Nc2ccccc2Cl)nc2ccccn2c1=O,-1,10%,4,26%,-1%,-6,-4%,-20,3%,6%
COc1ccccc1NC(=O)COc1cccnc1[N+](=O)[O-],.,.,.,-20%,1%,-8,.,-2,.,2%
Cc1ccccc1OCCCCc1c(C)n[nH]c1C,-1,0%,1,-46%[inhibitor],-5%,5,-1%,-1,1%,3%
CSc1nc2c(cc1C#N)CCCCC2,2,4%,0,9%,4%,2,6%,-7,-2%,2%
O=C(COC(=O)CNC(=O)C12CC3CC(CC(C3)C1)C2)NC1CCS(=O)(=O)C1 (configuration not stated),1,10%,-1,5%,6%,1,1%,4,-3%,-8%
COc1ccc(N2CCN(C(=O)c3c(-c4ccccc4)noc3C)CC2)cc1,-2,-4%,0,21%,-8%,-12,-1%,5,-5%,2%
Cc1ccc(-n2nnnc2SCn2nnc3ccccc3c2=O)cc1,0,11%,6,-23%,0%,1,-2%,1,11%,3%
CCOC(=O)[C@@H]1[C@H]2COc3cc(OC)ccc3[C@@H]2N2C(=O)N(c3cccc(F)c3)C(=O)[C@@]12C,2,7%,2,24%,1%,-1,.,7,-7%,-5%

# Source: PubChem BioAssay
